Screening data from PubChem BioAssay.
Rin1 Abl inh = inhibitors of Rin1-Abl protein binding, primary screen, biochemical, TR-FRET; Tyrosine-protein kinase ABL1 (Homo sapiens) + Ras and Rab interactor 1 (Homo sapiens), …; inhibition, % at 7.35 µM; 360,000 tested, 0.4% active; AID 588664, 2011; in the data active means inhibition above about 5%, passing the limit was not always enough
bovine MsrA act = bovine MsrA enzyme activators, primary screen, biochemical, absorbance, HTS; Methionine sulfoxide reductase A (Bos taurus); purified bovine MsrA, absorbance read-out; activation, % at 10.6 µM; 360,000 tested, 0.3% active; in the data active means activation above about 7.5%;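 further: 0% = vehicle and 100% = reference activator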
MT1-MMP act inh = blockers of MT1-MMP proenzyme processing, primary screen, HT1080 RFP-PRO-GFP cells, GFP/RFP fluorescence; 360,000 tested, 0.061% active; AID 651647, 2012; Matrix metalloproteinase-14 (Homo sapiens), P50281; GFP/RFP ratio fluorescence, overnight; percent of plate control window, DMSO zero; GFP/RFP ratio change, % at 20 µM;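 active means GFP/RFP ratio change of at least 30% with cell ATP level not reduced by more than half and red fluorescence within 50% of control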; further: strong numbers were not always called active
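Read-out: GFP/RFP fluorescence ratio; Test system: RFP-PRO-GFP reporter HT1080 cells; Compound dosing: single-point 20 µM compound, 1% DMSO; Times: overnight compound exposure at 37 °C.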
FAS TE block = FAS thioesterase domain inhibitors, primary screen, biochemical, fluorescence intensity, uHTS. 360,000 tested, 0.67% active. inhibition, % at 15 µM. recombinant FAS-TE, OMFH fluorogenic substrate, fluorescence endpoint;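 active means compounds whose normalised, plate-corrected inhibition of enzyme fluorescence in the single-dose primary screen is 50% or more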;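 further: 0% = DMSO with enzyme and 100% = substrate without enzyme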
NRP1-CendR mod = modulators of CendR peptide binding to NRP-1, primary screen, biochemical, fluorescence polarization, uHTS; FAM-RPARPAR peptide binding to NRP-1; inhibition, % at 25 µM; 360,000 tested, 0.85% active;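 active means inhibition or corrected inhibition above about 18%, plus a signal ratio from 0.5 to 1.5, limit read from the data, passing the limit was not always enough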; further: strong numbers were not always called active
PABP1 MLLE inh = inhibitors of PABP1 MLLE–PAM2 peptide binding, primary screen, biochemical, fluorescence polarization, FITC-PAM2, GST-MLLE | inhibition, % at 20 µM | 360,000 tested, 0.36% active; in the data active means inhibition above about 35%, passing the limit was not always enough;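 further: plate controls were DMSO wells with GST-MLLE for no effect and wells lacking GST-MLLE protein for full effect; some results filed as inactive read as strong as hits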
Neddyl block = inhibitors of cullin neddylation, primary screen, biochemical, TR-FRET, uHTS, NAE and Ubc12; NEDD8-conjugating enzyme Ubc12 (Homo sapiens) + NEDD8-activating enzyme E1 regulatory …; calls only at 25 µM; 360,000 tested, 0.58% active; in the data active means inhibition above about 36%
Target sequence (P61081 whole entry, looked up): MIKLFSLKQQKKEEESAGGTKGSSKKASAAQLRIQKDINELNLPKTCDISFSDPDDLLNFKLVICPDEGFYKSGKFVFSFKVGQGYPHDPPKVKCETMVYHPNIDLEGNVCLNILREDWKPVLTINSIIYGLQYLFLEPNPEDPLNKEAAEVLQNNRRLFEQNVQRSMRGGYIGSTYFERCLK
Target sequence (Q13564 whole entry, looked up): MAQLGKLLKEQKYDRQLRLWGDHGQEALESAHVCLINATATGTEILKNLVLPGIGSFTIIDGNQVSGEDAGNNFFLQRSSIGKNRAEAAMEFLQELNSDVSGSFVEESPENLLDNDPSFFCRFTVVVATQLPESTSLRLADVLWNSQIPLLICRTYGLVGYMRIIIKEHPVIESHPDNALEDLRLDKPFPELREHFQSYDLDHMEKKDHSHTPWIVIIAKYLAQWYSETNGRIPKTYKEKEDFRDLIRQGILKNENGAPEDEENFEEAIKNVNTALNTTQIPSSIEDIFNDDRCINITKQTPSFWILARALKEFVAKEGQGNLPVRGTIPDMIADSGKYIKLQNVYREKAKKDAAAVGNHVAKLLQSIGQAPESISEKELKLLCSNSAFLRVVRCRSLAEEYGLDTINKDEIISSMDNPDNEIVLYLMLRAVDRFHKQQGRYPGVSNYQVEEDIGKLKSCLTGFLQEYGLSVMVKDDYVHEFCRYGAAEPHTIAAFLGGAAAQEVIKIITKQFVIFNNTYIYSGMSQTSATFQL
eLon inh = inhibitors of E. coli Lon protease, primary screen, biochemical, fluorescence polarization. AID 602123, 2011. inhibition, % at 7.94 µM. 360,000 tested, 0.42% active. purified E. coli Lon protease; in the data active means inhibition above about 13%, passing the limit was not always enough;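 further: 0% = enzyme with probe and DMSO and 100% = no enzyme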
SKN-1 block = suppressors of acrylamide-induced Pgst-4::GFP reporter in worms, primary screen, SKN-1 inhibitor project, whole organism, uHTS, GFP/RFP fluorescence ratio, strain VP596. C. elegans VP596 Pgst-4::GFP/RFP ratio, 24 h. 360,000 tested, 0.49% active. inhibition, % at 21.8 µM;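 active means interference check ratio from 0.5 to 1.5 plus GFP to RFP signal ratio inhibition reaching or exceeding a fixed threshold, cut at about 30% in these data, passing the limit was not always enough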; further: some compounds called inactive have numbers as strong as hits
Active calls of the source: *; i = inactive; . = no result given. Outcome played no part in choosing rows (roughly 4% active in at least one column).

SMILES | Rin1 Abl inh | bovine MsrA act | MT1-MMP act inh | FAS TE block | NRP1-CendR mod | PABP1 MLLE inh | Neddyl block | eLon inh | SKN-1 block
CCOC(=O)C1=C(CP(=O)(c2ccccc2)c2ccccc2)NC(=O)NC1c1ccc(OC)cc1 (stereo not drawn) | -2 | 1 | 4 | -5 | -5 | 10 | i | 4 | 0
COc1ccc(CCNC(=O)Cn2c(=O)n(-c3cc(F)ccc3F)c(=O)c3sccc32)cc1OC | -4 | -3 | 0 | -2 | -5 | -3 | i | -4 | -6
CC(C)=CCN1CCN(Cc2cccnc2)CC1CCO (stereo not drawn) | 2 | -4 | 4 | -4 | 4 | 1 | i | 1 | 5
CCOc1cc(C(=O)NC)cc(Br)c1OCc1ccccc1 | -2 | -3 | -6 | 13 | -2 | -14 | i | -4 | 1
CCOc1cc(C(=O)NCc2ccc3c(c2)OCO3)cc(OCC)c1OCC | 0 | -8 | -1 | 1 | 9 | 6 | i | 2 | -1
Cc1c(C(=O)N2CCC2)oc2ccc(Br)cc12 | 1 | 1 | -2 | 2 | 6 | 2 | i | -5 | 10
CCCCOC(=O)C(NC(=O)c1ccccc1)=C(C)C | 1 | -3 | 6 | -12 | 2 | -3 | i | 1 | 32
CC(C)Sc1nc2c(c(=O)n(C)c(=O)n2C)n1Cc1ccc(Cl)cc1 | 4 | -1 | -2 | 13 | 4 | -4 | i | 0 | 1
COc1cccc(-n2nnc3c(=O)n(Cc4ccc(F)cc4)cnc32)c1 | 2 | -2 | 10 | 5 | -13 | -3 | i | -7 | -15
COc1ccc(C(=O)NCCc2nnc(SCC(=O)Nc3ccccc3)n2C)cc1 | -3 | -12 | 2 | -9 | -1 | 3 | i | -5 | -14
O=C1CC(N(O)c2ccccc2)C(=O)N1c1ccc(Cl)c(Cl)c1 (stereo not drawn) | 4 | 0 | 1 | 1 | 8 | 13 | i | 4 | 0
COc1ccc(Br)cc1C(=O)N/N=C/c1ccc([N+](=O)[O-])cc1 | -2 | -7 | -1 | 1 | 15 | 2 | i | 0 | -3
Cc1ccc(NC(=S)NN(C)c2cc(C)nc(C)n2)cc1 | 3 | -2 | -3 | -11 | 4 | 25 | i | -3 | -2
CCNC(=O)C1(C)CCN(C(=O)c2ccc(N(C)C)cc2)C1 (stereo not drawn) | -1 | -3 | 3 | -7 | -7 | 2 | i | -3 | 6
O=C1/C(=C\Nc2ccccc2)CCN1c1ncccn1 | 0 | -6 | 2 | 0 | 3 | 3 | i | 4 | -9
CCN(CC)C(=O)C(C)OC(=O)COc1ccc(Cl)cc1Cl (stereo not drawn) | -2 | -6 | -3 | -8 | -5 | 6 | i | -4 | -1
CCOC(=O)[C@]12CCCC=C1N(Cc1ccco1)C(=O)[C@H](CC(=O)N1CCC(c3ccccc3)CC1)C2 | . | -2 | 4 | 11 | 0 | . | i | 5 | 2
CCC(=S)/C=C1\Sc2ccccc2N1CCCS(=O)(=O)O | -1 | -7 | -1 | -7 | -12 | 21 | i | 0 | -14
Cc1ccc(/C=N/N(C)S(=O)(=O)c2ccc(C)cc2)cc1 | -2 | -3 | 0 | 23 | -8 | -2 | i | -1 | -5
O=C(c1ccc(Cl)c(S(=O)(=O)N2CCCCCC2)c1)N1CCCCC1 | -2 | -2 | -2 | 0 | 4 | -1 | i | 1 | -7
COc1ccc(OC)c(S(=O)(=O)N(C)CC(=O)N2CCc3ccccc3C2)c1 | 0 | -2 | 1 | -2 | 3 | 12 | i | 3 | -8
CCOc1ccc(Nc2cc(=O)oc3ccccc23)cc1 | 1 | -12 | 6 | -6 | -12 | 0 | . | -3 | -3
Cc1cc(N2C(=O)C(O)=C(C(=O)c3cccs3)C2c2ccc(F)cc2)no1 (stereo not drawn) | -3 | -3 | 6 | -2 | 18 | 10 | i | 3 | -1
COc1cc(F)ccc1-c1cc(C(=O)NCc2cccs2)[nH]n1 | -1 | 1 | 5 | 0 | 0 | 12 | i | -1 | -3
CCOc1ccccc1NC(=O)CSc1nnc(CNC(=O)c2ccco2)o1 | -2 | -1 | -1 | -4 | -11 | -26 | i | 2 | -23
COc1cc2c(cc1OC)CN(C(=O)/C=C/c1cccs1)CC2 | -4 | -8 | -11 | 5 | -9 | 4 | i | 4 | -9
O=C(NCC1CCCO1)C(C(=O)c1ccccc1)n1ccccc1=O (stereo not drawn) | 3 | 5 | 3 | -9 | -3 | 5 | i | -1 | 7
Cc1ccc(OCC(=O)NCc2cccnc2)cc1 | -3 | -2 | 2 | -4 | -6 | 6 | i | 6 | -6
C[C@H](CO)N1C[C@H](C)[C@@H](CN(C)Cc2ccc(-c3ccccc3)cc2)Oc2c(NC(=O)Nc3ccc4c(c3)OCO4)cccc2C1=O | 1 | -2 | -3 | 34 | -6 | 2 | i | 9 | 4
CNc1ccccc1C(C)(C)c1cc(-c2cccc([N+](=O)[O-])c2)no1 | -1 | -2 | 1 | 21 | -11 | 4 | i | 5 | 12
CCN(C(=O)COC(=O)c1cc([N+](=O)[O-])ccc1N1CCOCC1)c1ccccc1 | -2 | -1 | -8 | 78* | -6 | 0 | i | 5 | 1
OC[C@H]1OC(O)[C@H](O)[C@@H](O)[C@H]1O (stereo partly drawn) | -2 | 0 | 0 | -1 | -13 | -9 | i | -3 | -4
COc1ccc(OCCCC(=O)Nc2nncs2)cc1 | -1 | -2 | 3 | -7 | -1 | -1 | i | -6 | 16
NNC(=O)Cn1c2ccccc2c2ccccc21 | -4 | -3 | 4 | -4 | -10 | -36 | i | -3 | -1
Cc1csc(C(=O)O)c1-c1c(C)csc1C(=O)O | -4 | -10 | 6 | -19 | -17 | -12 | i | -7 | -3
CCOC(=O)c1c(NC(C)=O)sc2c(OCCN(CC)CC)c(Br)ccc12 | -2 | -3 | -2 | 12 | -2 | -10 | i | 1 | -19
CCn1c(COc2ccc(Cl)cc2)nnc1SCc1ccc(C#N)cc1 | -2 | -1 | 3 | 5 | -8 | -114 | i | 0 | -7
O=C(O)c1ccc(CNCc2ccc(Cl)cc2)cc1 | 1 | -1 | -4 | -7 | 5 | 5 | i | 11 | 9
O=C1C2C3C=CC(CC3)C2S(=O)(=O)C2C3C=CC(CC3)C12 (stereo not drawn) | -4 | -2 | 3 | -8 | 6 | 4 | i | -9 | 7
O=C1C2=C(CCCC2)C(=O)N1c1cccc(OCCBr)c1 | 1 | 0 | -1 | 7 | 1 | -14 | i | -4 | 7
CC(C)CNC(=S)NC(=O)c1csc([N+](=O)[O-])c1 | 1 | -1 | -1 | -4 | 7 | 22 | i | -5 | -3
CSc1nc(N2CCOCC2)c2c(c1C#N)CC(C(C)C)OC2 (stereo not drawn) | 1 | -3 | 2 | 32 | -2 | 4 | i | -4 | 11
Cc1cc(=O)n(-c2ccc(C(=O)O)cc2)[nH]1 | 8.3* | -4 | 9 | -2 | -16 | 8 | i | -4 | 3
Cc1c(C(=O)N2CCOCC2)cc(C(C)(C)C)n1-c1ccccc1 | 0 | 0 | 1 | -3 | 1 | -7 | i | -3 | 3
O=C(O)c1ccc(C=NN2CCCCCC2)cc1 | 2 | -2 | 0 | 0 | -6 | -24 | i | -7 | 20

Exported in markdown: 13 of the compounds above.
| molecule | Rin1 Abl inh | bovine MsrA act | MT1-MMP act inh | FAS TE block | NRP1-CendR mod | PABP1 MLLE inh | Neddyl block | eLon inh | SKN-1 block |
| --- | --- | --- | --- | --- | --- | --- | --- | --- | --- |
| CCOC(=O)C1=C(CP(=O)(c2ccccc2)c2ccccc2)NC(=O)NC1c1ccc(OC)cc1 (stereo not drawn) | -2 | 1 | 4 | -5 | -5 | 10 | i | 4 | 0 |
| COc1ccc(CCNC(=O)Cn2c(=O)n(-c3cc(F)ccc3F)c(=O)c3sccc32)cc1OC | -4 | -3 | 0 | -2 | -5 | -3 | i | -4 | -6 |
| CC(C)=CCN1CCN(Cc2cccnc2)CC1CCO (stereo not drawn) | 2 | -4 | 4 | -4 | 4 | 1 | i | 1 | 5 |
| CCOc1cc(C(=O)NC)cc(Br)c1OCc1ccccc1 | -2 | -3 | -6 | 13 | -2 | -14 | i | -4 | 1 |
| CCOc1cc(C(=O)NCc2ccc3c(c2)OCO3)cc(OCC)c1OCC | 0 | -8 | -1 | 1 | 9 | 6 | i | 2 | -1 |
| Cc1c(C(=O)N2CCC2)oc2ccc(Br)cc12 | 1 | 1 | -2 | 2 | 6 | 2 | i | -5 | 10 |
| CCCCOC(=O)C(NC(=O)c1ccccc1)=C(C)C | 1 | -3 | 6 | -12 | 2 | -3 | i | 1 | 32 |
| CC(C)Sc1nc2c(c(=O)n(C)c(=O)n2C)n1Cc1ccc(Cl)cc1 | 4 | -1 | -2 | 13 | 4 | -4 | i | 0 | 1 |
| COc1cccc(-n2nnc3c(=O)n(Cc4ccc(F)cc4)cnc32)c1 | 2 | -2 | 10 | 5 | -13 | -3 | i | -7 | -15 |
| COc1ccc(C(=O)NCCc2nnc(SCC(=O)Nc3ccccc3)n2C)cc1 | -3 | -12 | 2 | -9 | -1 | 3 | i | -5 | -14 |
| O=C1CC(N(O)c2ccccc2)C(=O)N1c1ccc(Cl)c(Cl)c1 (stereo not drawn) | 4 | 0 | 1 | 1 | 8 | 13 | i | 4 | 0 |
| COc1ccc(Br)cc1C(=O)N/N=C/c1ccc([N+](=O)[O-])cc1 | -2 | -7 | -1 | 1 | 15 | 2 | i | 0 | -3 |
| Cc1ccc(NC(=S)NN(C)c2cc(C)nc(C)n2)cc1 | 3 | -2 | -3 | -11 | 4 | 25 | i | -3 | -2 |

(continued)
SMILES | Rin1 Abl inh | bovine MsrA act | MT1-MMP act inh | FAS TE block | NRP1-CendR mod | PABP1 MLLE inh | Neddyl block | eLon inh | SKN-1 block
N/C(=N\OC(=O)Cc1ccc(-c2ccccc2)cc1)c1ccncc1 | -3 | -1 | -4 | 0 | 11 | -11 | i | -1 | 15
CCn1nnnc1SCC(=O)Nc1ccc(N(C)C)cc1 | 2 | -2 | -1 | -6 | -1 | -26 | i | -12 | -5
CCN(CC)S(=O)(=O)c1ccc(N2CC(C(=O)NCCc3c[nH]c4ccccc34)CC2=O)cc1 (stereo not drawn) | 1 | -3 | 1 | -1 | -8 | 0 | i | -3 | 8
c1cncc(-c2nc3ccccn3c2Nc2ccc3c(c2)OCCO3)c1 | -5 | -11 | -4 | -6 | -16 | 11 | i | -6 | -3
COCCNC(=O)C1CCCN(C(=O)c2csc3ccccc23)CC1 (stereo not drawn) | 0 | -6 | 0 | -4 | 5 | -11 | i | -2 | -17
c1nc(N2CCCCC2)c2[nH]cnc2n1 | 2 | -5 | -3 | -9 | 0 | -5 | i | -6 | -17
CCN1CCN(CCCNC(=O)c2ccc(/C=C3/Sc4ccccc4N(Cc4ccccc4F)C3=O)cc2)CC1 | 1 | -1 | 5 | 8 | 5 | -2 | . | 1 | -4
